# Screening results as filed in PubChem BioAssay.
# ssDAF12 agonist: activators of S. stercoralis DAF-12 nuclear receptor | activation, % at 6.8 µM | actives 1% (n = 370,000) | HEK293 ssDAF-12/GRIP1 lit1-tk-luc reporter, luminescence; % of 3 µM dafachronic acid response | AID 652126;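 active = activation above the mean over all tested compounds plus 3 SD, cut at about 0.9% in these data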;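 note: 0% = DMSO-only wells and 100% = 3 µM delta7-dafachronic acid wells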
# DAX1 inh-1: blocks DAX1 repression of SF-1 activated StAR promoter; AID 652010; actives 1.1% (n = 370,000); HEK293T StAR-luciferase reporter, SF-1/DAX-1 repression relief; inhibition, % at 6.8 µM;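 active = inhibition above the mean over all tested compounds plus 3 SD, cut at about 3.6% in these data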;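 note: 0% = DAX-1 cells with DMSO and 100% = cells lacking DAX-1 with DMSO; higher inhibition means more luminescence from relief of DAX-1 repression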
# PG9 Ab binder: PG9 antibody binding by small molecule; TR-FRET gp120-PG9 antibody binding; inhibition, % at 6.7 µM; actives 0.43% (n = 360,000); in the data active = inhibition above about 8.5%
# ADAM10 inh: ADAM10 inhibition, QFRET primary screen. O14672. recombinant ADAM10, EDANS/DABCYL FRET peptide cleavage, 3 h. inhibition, % at 7 µM. actives 0.62% (n = 370,000). AID 720582;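 active = inhibition above a per-campaign cutoff equal to the mean of compounds falling between control-based bounds plus 3 SD, cut at about 20% in these data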;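 note: 0% = DMSO wells while the 100% control is not disclosed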
# DAX1 inh-2: inhibitors of human orphan nuclear receptor DAX1 (NR0B1). actives 0.99% (n = 340,000). inhibition, % at 6.75 µM. AID 504766. HEK293 Gal4-DAX1 luciferase reporter, luminescence. P51843;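 active = inhibition above the mean over all tested compounds plus 3 SD, cut at about 4.2% in these data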;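 note: 0% = DAX1-transfected cells with DMSO and 100% = empty-vector control cells with DMSO; inhibition shows as a rise in luminescence from relieved DAX1 repression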
# Target sequence (P51843 207-470 limits assumed): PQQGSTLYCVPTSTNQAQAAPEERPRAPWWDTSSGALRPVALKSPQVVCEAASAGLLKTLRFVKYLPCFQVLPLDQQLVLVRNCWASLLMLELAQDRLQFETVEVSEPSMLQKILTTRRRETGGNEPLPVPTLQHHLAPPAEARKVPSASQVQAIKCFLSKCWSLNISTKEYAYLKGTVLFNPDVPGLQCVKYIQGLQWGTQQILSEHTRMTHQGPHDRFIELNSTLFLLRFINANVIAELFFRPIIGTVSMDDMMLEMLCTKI
# ADAM17 inh: ADAM17 inhibition, QFRET primary screen | P78536 | recombinant ADAM17, EDANS/DABCYL FRET peptide cleavage | inhibition, % at 6.95 µM | actives 0.83% (n = 370,000);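 active = inhibition above the mean of compounds lying between control limits plus 3 SD, set per campaign, cut at about 8.5% in these data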;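 note: 0% = DMSO-only wells as the low control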
# Target sequence (P78536 215-824 limits assumed): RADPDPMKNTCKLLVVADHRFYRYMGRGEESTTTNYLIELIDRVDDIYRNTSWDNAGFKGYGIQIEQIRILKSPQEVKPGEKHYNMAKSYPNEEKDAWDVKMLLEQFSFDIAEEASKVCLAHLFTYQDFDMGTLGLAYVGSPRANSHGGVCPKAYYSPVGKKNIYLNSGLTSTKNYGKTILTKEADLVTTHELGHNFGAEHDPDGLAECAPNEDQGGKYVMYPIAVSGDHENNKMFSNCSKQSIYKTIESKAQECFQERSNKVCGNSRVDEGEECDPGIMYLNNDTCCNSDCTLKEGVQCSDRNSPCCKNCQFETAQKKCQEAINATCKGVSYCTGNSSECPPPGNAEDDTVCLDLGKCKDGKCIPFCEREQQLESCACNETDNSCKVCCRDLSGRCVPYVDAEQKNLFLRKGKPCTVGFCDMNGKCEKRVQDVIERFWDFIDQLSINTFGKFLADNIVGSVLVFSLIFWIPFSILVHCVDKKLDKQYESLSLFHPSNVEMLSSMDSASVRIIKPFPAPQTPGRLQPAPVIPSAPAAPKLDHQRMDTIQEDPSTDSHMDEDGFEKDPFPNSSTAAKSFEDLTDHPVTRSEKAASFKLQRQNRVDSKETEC
# FXN GAA850 act: activators of GAA850 frataxin (FXN) promoter; HEK293 lucGAA850 FXN promoter luciferase reporter, 24 h; percent of 10 µM SAHA response; activation, % at 6 µM; actives 0.56% (n = 360,000); AID 540364;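 active = activation above the average of all compounds screened plus 3 SD, cutoff fixed separately per campaign, cut at about 7.5% in these data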;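 note: 0% = DMSO wells and 100% = 10 µM SAHA wells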
# hcDAF-12 act: activators of H. contortus DAF-12 nuclear receptor; HEK293 hcDAF-12 lit1-tk-luc reporter, luminescence; 0% DMSO, 100% Δ7-dafachronic acid; activation, % at 6.8 µM; AID 652067; actives 1.4% (n = 370,000);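 active = activation above the mean of all tested compounds plus 3 SD, cut at about 5.5% in these data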;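 note: 100% = response to 3 µM Δ7-dafachronic acid high control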
# SMARCA2 activ: SMARCA2 function activation, primary screen; MG213 cells, MMTV-luciferase reporter, dexamethasone, overnight; activation, % at 9.1 µM; actives 1% (n = 370,000); AID 652017; in the data active = activation above about 7.8%;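 note: 0% = vehicle wells and 100% = reference activator wells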
# hgDAF12 agonist: activates the H. glycines DAF-12 receptor ligand-binding domain | HEK293 GAL4-hgDAF12 UAS-luciferase reporter, agonist luminescence; normalized to butyrate control | activation, % at 6.8 µM | actives 1.8% (n = 370,000) | AID 687014;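 active = activation above a cutoff set at the mean of all screened compounds plus 3 SD, cut at about 10% in these data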;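 note: 0% = DMSO wells and 100% = sodium butyrate wells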
# NPR1 activator: GC-A (human) enzyme activation. AID 1671463. actives 0.14% (n = 370,000). HEK293 GC-A cells, cGMP TR-FRET, EC30 ANP; 0% at EC30 ANP, 100% saturating ANP. P16066. activation, % at 10 µM; in the data active = activation above about 40%
# Active calls of the source: *; i = inactive; . = no result given.
SMILES	ssDAF12 agonist	DAX1 inh-1	PG9 Ab binder	ADAM10 inh	DAX1 inh-2	ADAM17 inh	FXN GAA850 act	hcDAF-12 act	SMARCA2 activ	hgDAF12 agonist	NPR1 activator
O=C(Nc1cccc([N+](=O)[O-])c1)C(=O)N1CCCCC1	-0.6	1.7	-1.4	0	2.8	2	4.1	2.6	5	13*	4
CCS(=O)(=O)N1N=C(c2ccccc2)CC1c1ccc2nccnc2c1 (stereo not given)	-1.6	-0.4	1.1	1	-1.2	3	-1.6	-0.8	0	-0.4	-2
C#CCOCCOCCOCCNc1nc(N2CCN(C(=O)[C@H]([C@@H](C)CC)n3cc(CCC(=O)O)nn3)CC2)nc(N2CCN(C(=O)[C@H](C)n3cc(CCCN=C(N)N)nn3)CC2)n1	-1.1	0.1	0.8	-10	0.1	-3	0.0	-1.1	0	-1.6	4
Cc1ccc(Cn2cnc3c(nnn3Cc3ccc(Cl)cc3)c2=O)cc1	-1.5	-0.5	0.7	1	0.1	-4	-3.4	-1.4	-5	-1.8	5
COc1ccccc1NC(=O)COC(=O)c1cc2c(s1)CCC2	-1.6	-0.8	0.4	2	2.0	5	0.1	-1.1	-3	0.3	-4
O=C(CC(=O)NC1CCCCC1)N/N=C/c1ccccc1Cl	-0.7	-0.7	-2.1	5	0.9	-1	-2.5	0.5	3	0.6	1
O=S(=O)(c1ccc(NC2CCCCC2)cc1)N1CCOCC1	-0.9	-1.5	-1.8	3	-0.4	-2	-0.8	-1.5	-1	-3.0	0
Cn1nc(C(=O)NCCc2ccc3c(c2)OCCO3)c2ccccc2c1=O	-1.0	-1.1	-1.2	-4	-0.4	-1	-0.9	-0.6	-1	0.8	2
Cc1ccc(C(=O)NCC(=O)NC23CC4CC(CC(C4)C2)C3)cc1	-0.6	2.5	-0.1	-11	1.2	-1	6.2	2.2	0	6.9	1
CCOC(=O)c1ccc(NC(=O)c2nc[nH]c2C(=O)N2CCC(C)CC2)cc1	-1.2	-0.1	-0.3	1	-0.2	-2	-0.9	-0.4	2	0.1	1
CC1(C)C2CCC1(C)C(NC(=O)/C=C/c1ccccc1)C2 (stereo not given)	-0.1	0.1	0.9	2	2.1	-1	2.7	-0.9	-2	0.8	-1
COC(=O)c1cc(C)nc(Nc2nc(C(N)Cc3ccc(Cl)cc3)cs2)n1 (stereo not given)	-1.1	0.2	-2.3	-13	.	2	-1.1	-0.8	-2	-1.1	-9
Cc1ccc(N2CCN(CC(O)COC3CCCCC3)CC2)cc1 (stereo not given)	-0.9	-0.1	-0.8	-9	-0.7	-4	-0.6	-0.8	-1	3.0	5
Cc1nnc(NC(=O)CSc2nnc(Cc3cccn3C)n2C)s1	-1.2	0.8	-0.8	-13	0.7	-1	3.6	-0.1	0	-0.2	2
CC(Sc1nc(N)cc(=O)[nH]1)C(=O)NCC(=O)Nc1ccc(F)c(F)c1F (stereo not given)	-1.6	0.7	-0.5	-15	1.5	-5	1.4	-0.6	0	-0.4	2
CCN(CC)CCNC(=O)c1ccc(NC(=O)/C=C/c2ccc3ccccc3n2)cc1	-1.0	-4.9	-0.7	-13	-0.7	-1	-0.6	1.1	-4	0.3	0
O=C(c1ccc2c3n(nc2c1)-c1ccccc1CO3)N1CCCCC1	0.5	3.1	-0.1	-20	-1.5	-7	4.1	6.5*	8	11*	0
Cc1ccc(C(=O)/C=C/Nc2cccc(O)c2)cc1	-0.6	1.1	-0.5	-1	-1.0	-1	5.0	1.4	2	3.9	5
CC(=O)c1c(O)c2ccccc2n(C2CCCCC2)c1=O	-1.0	-0.5	2.5	-11	-0.9	-1	1.9	-0.5	0	2.5	2
Cc1cc(=O)[nH]c(SCC(=O)NN(c2ccccc2)c2ccccc2)n1	-0.8	-0.4	0.6	-1	-0.4	-4	0.6	0.0	-1	2.1	1
CC(C)N1C(=O)S/C(=C/c2cccnc2)C1=O	-0.7	-0.6	-0.3	4	-1.2	-2	2.9	0.9	0	2.5	8
CCOC1=NC(=C(c2ccccc2)c2ccccc2)OC1=O	-0.8	-0.4	1.7	-2	0.2	-6	1.2	-0.4	-4	-0.8	0
Cc1cccn2c(=O)c3cc(C(=O)NCCCOC(C)C)sc3nc12	-0.7	-0.4	-1.7	i	1.5	-205	3.9	1.4	0	-1.0	12
CC(=O)Nc1cccc(NC(=O)C2CCCN2C(=O)Nc2ccc(C)cc2)c1 (stereo not given)	0.5	0.3	-0.7	-2	2.6	-1	-1.0	-1.0	-1	1.1	1
CC1C(=O)N(Cc2cccc(F)c2)c2ccccc2N1C(=O)c1ccccc1 (stereo not given)	-1.7	-0.3	-0.5	-2	0.5	2	-3.1	-1.5	-1	-2.6	-4
COc1cccc(CC(=O)Nc2nc(-c3ccc(F)c(F)c3)cs2)c1	-1.2	-0.5	1.2	10	-1.1	3	0.6	-3.1	-3	-1.0	12
CN(C(=O)COC(=O)c1ccc(-c2ccc(O)cc2)cc1)C1CCS(=O)(=O)C1 (stereo not given)	-0.9	0.5	-1.6	-7	1.2	-9	1.1	-0.1	-2	0.7	1
C/C(=N\NC(=O)c1ccccc1)c1cc2cc([N+](=O)[O-])ccc2oc1=O	-1.6	1.0	-0.3	2	2.0	1	2.6	1.6	-1	-0.3	0
Cn1[nH]c(=O)c(Cl)c(Cl)c1=O	-0.7	0.3	0.6	-3	0.7	-2	-0.9	-0.9	-1	0.8	0
Cc1n[nH]c(C)c1S(=O)(=O)N1CCCC(C(=O)Nc2nccs2)C1 (stereo not given)	-0.6	0.1	-0.5	2	0.6	0	1.2	-1.3	-3	0.2	1
Cc1oc(-c2ccc(Cl)cc2)nc1CN1CCCC(C(=O)NC2CC2)C1 (stereo not given)	-1.3	-0.2	0.9	-3	0.1	2	-0.4	-1.6	-2	1.5	3
CCCCCCCC(=O)OCC(COC(=O)CCCCCCC)OC(=O)CCCCCCC	-1.1	1.0	-1.7	-6	0.9	-2	1.6	-0.4	-3	-2.7	0
C=CC[C@@H](CC(=O)NCCO)C(=O)N[C@@H](COC(=O)[C@@H](CC=C)CC(=O)OC(C)(C)C)Cc1c[nH]c2ccccc12	-1.4	-0.1	0.9	8	-0.2	-3	-8.8	-1.3	0	1.6	-1
O=C(Nc1ccc(-c2ccc([N+](=O)[O-])cc2)cc1)c1ccccc1F	-1.7	1.0	5.5	1	1.7	-3	1.4	1.3	4	-0.1	3
Oc1ccccc1-c1nnc(COc2ccccc2)o1	-0.4	1.4	0.0	-18	2.2	-3	0.7	1.7	0	14*	0
CCOc1cc(/C=N/NC(=O)COc2cccc(C)c2)ccc1OC(=O)c1cccs1	-0.7	-0.1	-0.6	-15	-1.0	-7	3.3	-0.4	1	2.8	-1
OCCN(Cc1cccnc1)Cc1ccccn1	-0.7	-1.3	-0.3	-18	-6.4	3	-3.0	-1.1	-4	-1.7	2
COc1cccc(NC(=O)CN(C)C(=O)c2cc(S(=O)(=O)N3CCCCCC3)ccc2OC)c1	-1.3	0.1	0.0	-7	-0.6	5	-1.7	-0.4	-2	-0.5	-4
COc1ccccc1NC(=O)/C=C/c1ccc(OC)c(S(=O)(=O)N2CCOCC2)c1	-1.5	-1.4	1.6	1	0.4	-2	1.1	-0.3	0	0.5	0
O=C(Nc1ccc(C(=O)N2CCOCC2)cc1)c1ccc([N+](=O)[O-])cc1	-0.9	-0.2	-2.6	6	-1.2	2	-0.2	1.3	5	-0.7	-2
CN1CCC(N(C)S(=O)(=O)c2ccc(F)cc2F)CC1	-0.1	0.2	-4.0	-5	1.7	1	-1.1	2.3	3	-1.4	-1
COc1ccccc1C(=O)NCC1(c2ccccc2)CCCC1	-2.3	-0.6	1.0	-9	-3.9	-2	-0.6	-2.2	-4	-3.3	-10
O=C(Nc1cnn(Cc2ccc(Cl)c(Cl)c2)c1)C12CC3CC(CC(C3)C1)C2	-0.7	-0.3	-1.1	18	-0.6	4	-1.8	-1.1	0	0.0	-1
COc1cccc(NC(=O)CN(C)C(=O)c2c(C)nn(CC(C)C)c2Cl)c1	-1.1	-1.5	0.5	-4	0.7	-1	0.8	-0.3	0	1.3	-2
Cc1cc(=O)oc2cc(OCC(=O)NCCCn3ccnc3)ccc12	-1.6	-0.5	-0.9	-59	0.1	-18	1.8	2.7	-1	1.7	0
COc1cc(OC)c2ccc(=O)oc2c1C(CC(=O)N1CCCC1)c1ccc2c(c1)OCO2 (stereo not given)	-1.2	-0.2	-1.0	-54	-2.0	-13	1.2	-0.7	-1	-3.2	-17
O=C(NNC(=O)c1ccccc1Br)c1ccccc1Cl	-0.5	0.8	-0.6	-5	5.5*	2	2.0	-0.2	-1	0.4	8
Cc1ccc(CNC(=O)c2ccc3c(c2)S(=O)(=O)c2ccccc2C3=O)o1	-1.3	0.2	2.6	12	2.0	-1	3.5	-1.1	1	-1.3	6
Cc1ccc(NC(=S)NCCO)c(C)c1	-1.1	0.0	0.3	7	-0.2	1	-1.9	-1.6	0	1.6	0
COc1cc(Cl)c(C)cc1NC(=O)CN1C(=O)C2CC=CCC2C1=O (stereo not given)	-1.0	-0.7	-0.3	-4	-0.7	-4	0.6	0.7	0	-1.7	-2
O=C(CNC(=O)c1ccncc1)N/N=C/c1cccc([N+](=O)[O-])c1	-1.1	-0.4	-0.1	0	-0.8	-5	1.7	-0.7	4	-0.3	4
COc1ccc(NCC(=O)N/N=C/C=C\c2ccccc2)cc1	-0.5	0.7	-1.1	-12	-0.8	-4	-0.2	7.6*	0	5.9	2
COCCNc1nc(N)c([N+](=O)[O-])c(Nc2ccc(F)cc2)n1	-0.7	-0.5	-1.5	-5	0.6	-1	2.8	-2.0	-1	-0.5	7
O=S(=O)(O)c1ccc(SCc2ccccc2)nc1	-0.8	0.1	-2.5	7	-1.2	1	-0.4	-0.1	1	1.2	2
Cc1[nH]n(C(C)(C)C)c(=O)c1Sc1ccccc1	-1.4	0.4	-1.4	-9	-0.1	-2	-1.8	-0.2	2	-2.7	1
CCC(c1nnnn1Cc1ccc2c(c1)OCO2)N1CCN(c2ccc(F)cc2)CC1 (stereo not given)	-2.0	-1.3	-1.3	1	-0.7	-1	-1.0	-1.5	-3	1.2	-2
O=C(NCCCn1cccn1)C1CCC(=O)N(Cc2cccc(C(F)(F)F)c2)C1 (stereo not given)	-0.8	-2.7	-0.5	-8	-0.1	-2	-1.2	-0.1	-1	2.4	-1
